ERAP1 HTS inh: inhibitors of human ERAP1 aminopeptidase. Q9NZ08. recombinant ERAP1, Leu-AMC fluorescence, 60 min. inhibition, % at 10.7 µM. 340,000 compounds, 0.15% hits. AID 652197;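 active means mean replicate inhibition of at least 30%, or all replicates individually reaching that 30% level; inactive means mean below 30% and not every replicate reaching it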;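 further: 0% = neutral control wells and 100% = L-leucinethiol positive control wells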
Target sequence (Q9NZ08 whole entry, looked up): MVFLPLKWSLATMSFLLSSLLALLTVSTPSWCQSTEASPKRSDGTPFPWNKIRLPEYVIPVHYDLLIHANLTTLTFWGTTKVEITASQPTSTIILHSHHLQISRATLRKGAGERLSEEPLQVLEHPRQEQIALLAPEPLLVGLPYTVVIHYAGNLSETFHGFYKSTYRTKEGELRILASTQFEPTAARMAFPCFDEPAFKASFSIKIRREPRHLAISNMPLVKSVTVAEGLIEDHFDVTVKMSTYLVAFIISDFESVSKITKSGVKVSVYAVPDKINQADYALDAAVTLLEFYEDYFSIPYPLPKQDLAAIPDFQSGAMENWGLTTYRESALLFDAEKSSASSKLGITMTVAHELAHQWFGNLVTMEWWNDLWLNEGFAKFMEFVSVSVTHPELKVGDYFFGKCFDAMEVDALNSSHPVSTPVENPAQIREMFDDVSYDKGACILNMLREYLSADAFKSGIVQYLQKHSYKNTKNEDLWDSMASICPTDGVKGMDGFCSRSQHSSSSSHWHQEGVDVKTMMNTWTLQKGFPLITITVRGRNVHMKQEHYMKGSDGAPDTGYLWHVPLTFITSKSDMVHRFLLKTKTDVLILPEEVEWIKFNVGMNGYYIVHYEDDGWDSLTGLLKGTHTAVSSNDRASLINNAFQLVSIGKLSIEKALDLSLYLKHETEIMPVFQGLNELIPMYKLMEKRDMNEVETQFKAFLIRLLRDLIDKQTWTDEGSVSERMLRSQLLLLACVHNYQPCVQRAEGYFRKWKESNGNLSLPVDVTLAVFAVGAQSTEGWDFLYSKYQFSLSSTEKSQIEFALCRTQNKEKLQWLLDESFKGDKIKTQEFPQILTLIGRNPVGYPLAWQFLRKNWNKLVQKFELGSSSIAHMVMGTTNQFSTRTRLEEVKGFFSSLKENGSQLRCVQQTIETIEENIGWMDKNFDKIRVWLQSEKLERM
Xi reactivation: X-chromosome reactivation activator. XiGFP mouse fibroblasts, % GFP-positive cells imaging, 3 d; cells co-treated with 5-aza-dC sensitizer; scaled so ellipticine positive control = 100%. activation, % at 7.58 µM. 360,000 compounds, 0.055% hits;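 active means mean normalized replicate activation at least 10% and every replicate at or above 10%; inconclusive means only one of the two criteria met; inactive means mean below 10% and not all replicates reach 10%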;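 further: 0% = median of on-plate neutral control wells and 100% = ellipticine 6 µM median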
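Assay system – SV40-immortalized XiGFP fibroblast cells, line 68-5-11 · Buffer or medium – DMEM supplemented with 5-aza-dC as sensitizing agent · Dosing – one concentration, pinned · Benchmarks – positive control ellipticine, 6 µM final · Times – 3 days compound exposure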
LGR2 antag: inhibitors of bursicon-induced Drosophila LGR2 receptor cAMP signaling | HEK293 LGR2, CRE-luciferase, bursicon-stimulated, 4 h | inhibition, % at 9.99 µM | 380,000 compounds, 0.35% hits;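 active means drop in luminescence signal, shown as inhibition above about 50% in the replicate tests, limit read from the data, passing the limit was not always enough; inconclusive means probably only some replicates passing the limit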;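 further: agonist challenge used bursicon conditioned medium at about half maximal strength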
SIRT5 inh: blocks human SIRT5 desuccinylation of peptide. Purified SirT5, succinyl-peptide AMC, trypsin-coupled fluorescence. inhibition, % at 15 µM. 330,000 compounds, 1.1% hits; in the data active means inhibition above about 15%; inconclusive means no clear call, values can overlap the other calls
Statin myotox sup: suppression of simvastatin myotoxicity; C2C12 myotubes + simvastatin, ATP luminescence, 48 h; scaled: DMSO 0, geranylgeraniol control 100; rescue of ATP level, % at 7.49 µM; 330,000 compounds, 0.78% hits;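 active means mean ATP rescue above about 67%, or every replicate alone reaching that limit, limit read from the data, passing the limit was not always enough; inconclusive means no clear call, values can overlap the other calls; inactive means mean under the limit and some replicate under it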;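 further: myotubes were challenged with 10 µM simvastatin during compound exposure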
S100A4 inh HTS: blocks human S100A4 binding to myosin IIA peptide. P26447. S100A4/TAMRA-MyoIIA peptide fluorescence polarization. inhibition, % at 10.7 µM. 360,000 compounds, 0.14% hits. AID 652163;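 active means mean inhibition of at least 70% across replicates, with every replicate also reaching that level; inconclusive means mean inhibition reaches 70% but some replicates fall short; inactive means mean inhibition below 70%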
Target sequence (P26447 whole entry, looked up): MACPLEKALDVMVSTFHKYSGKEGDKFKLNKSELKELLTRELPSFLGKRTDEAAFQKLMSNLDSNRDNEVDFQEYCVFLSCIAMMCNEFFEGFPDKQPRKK
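Compound dosing: one dose per compound; test system: human S100A4 monomer with TAMRA-labelled myosin IIA peptide; probe or stimulus: TAMRA-labelled myosin IIA heavy-chain peptide probe, 5 nM; medium: HEPES buffer with Ca2+, pH 7.2; schedule: 5 min incubation before reading; benchmarks: neutral control DMSO, positive control TFP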
PGC1a acetyl inh: modulators of PGC1a acetylation | 350,000 compounds, 0.17% hits | inhibition, % at 15.6 µM | U2OS PGC1a acetylation, AlphaScreen anti-acetyl-lysine; with virally co-expressed GCN5 acetyltransferase;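 active means every replicate shows inhibition of at least 40%; inconclusive means mean inhibition at least 40% but some replicate below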;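 further: 0% = neutral control wells and 100% = positive control wells; some results beyond the cut were filed as inactive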
Cneo AK release: causes C. neoformans cell lysis. lysis activity, % at 15 µM. 360,000 compounds, 0.2% hits. adenylate kinase release luminescence, 4 h; normalised: neutral wells 0, clomiphene wells 100;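 active means mean lysis activity across replicates of at least 80%, whatever share of replicates individually reach that level; inactive means mean lysis activity below 80%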
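read-out = cell lysis signal | test system = log-phase Cryptococcus neoformans yeast cells | input = cells at 5 × 10^6 per mL | medium = fresh YPD growth medium | signal = luminescent adenylate kinase detection reagent | timing = 4 h at 37 °C static, read 1 h later | dosing = single dose | controls = Clomiphene as positive lysis control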
* marks the source's active call; other numbers are inactive results; u = inconclusive; x = not tested or not shown; & = joins results of further samples.

SMILES	ERAP1 HTS inh	Xi reactivation	LGR2 antag	SIRT5 inh	Statin myotox sup	S100A4 inh HTS	PGC1a acetyl inh	Cneo AK release
CCn1cc(CN2CCC(C(=O)Nc3ccc(Oc4ccccc4F)cc3)CC2)c(C)n1	-7	0.0	0	-3	0	-10	x	3
Cc1onc(-c2ccccc2)c1CNC(=O)Nc1ccccc1	1	0.2	x	-2	-2	-3	4	x
Cc1cc(=O)[nH]c(N/N=C/c2c(C)nn(-c3ccccc3)c2C)n1	-1	-0.1	7	-1	-13	3	x	2
CCCCN(Cc1ccccc1)S(=O)(=O)c1cc2c(cc1Br)CC(C)N2C(C)=O (stereo not drawn)	0	-0.1	u	-3	x	3	x	x
CCC(=O)N=c1sc2cc(F)cc(F)c2n1C	-3	0.1	-20	2	-9	1	x	1
CCCCC1C(=O)NN(c2ccccc2)C1=O (stereo not drawn)	-6	0.0	-16	-4	3	-24	-15	8
CCc1ccc(/C=C2\C(=N)N3N=C(CC(=O)N4CCCCC4)SC3=NC2=O)cc1	3	0.1	-12	0	12	-1	5	18
CCCC(=O)N1CCC1(C)C(=O)Nc1ccc(OC)c(OC)c1 (stereo not drawn)	-2	0.1	5	-1	2	1	-2	-1
CN(C)CCN(C(=O)c1cccc(Cl)c1)c1nc2c(Cl)cccc2s1	x	0.0	0	x	-13	x	-4	17
COc1ccc(NC(=O)CN2CCC(NC(=O)C3CCCCC3)CC2)c([N+](=O)[O-])c1	2	-0.1	-14	2	-3	-5	-6	1
CCCCCC1=C(C(=O)OC)C(C(=O)OCC)N(S(=O)(=O)C(F)(F)F)c2ccccc21 (stereo not drawn)	x	0.0	3	-2	-6	-2	-13	3
Cc1nc(N)nc(SCc2ccc([N+](=O)[O-])cc2)c1N	-1	0.4	-6	-5	2	-1	x	x
Cc1ccc(OCC(=O)OCC(=O)NC2CCCC2)cc1C	-2	0.1	-6	3	0	1	5	1
COc1ccc(-c2ccc3c(c2)O[C@H](CN(C)C)[C@@H](C)CN([C@@H](C)CO)S3(=O)=O)cc1	-1	-0.8	-4	6	2	-14	-4	2
CN(/N=C/c1cc(Br)cc(Br)c1O)c1ccccc1	4	-0.1	-54	-1	2	1	21	-3
O=C(O)c1ccc(N=Nc2c(O)[nH]c3cc(Cl)ccc23)cc1	-1	-0.1	-60	12	x	5	x	x
COCCN1CCn2c(nc3cc(NC(C)=O)ccc32)C1	-3	0.2	1	-8	7	-9	9	1
CC(C)OCCCNC(=O)c1ccc(NC(=O)C2=CSCCO2)cc1	-2	0.1	-1	-3	-14	1	6	3
C[C@@H]1CN([C@@H](C)CO)C(=O)c2cccc(NS(C)(=O)=O)c2O[C@@H]1CN(C)Cc1ccc(C(=O)O)cc1	-1	-0.7	-2	-2	16	3	-3	-8
CNc1c(NS(=O)(=O)c2ccc(C(C)(C)C)cc2)c(=O)oc2ccccc12	1	0.1	-4	-6	43	-1	x	-2
COc1ccc(CNC(=O)C(C)Sc2nc3ccccc3c(=O)n2CC2CCCO2)cc1 (stereo not drawn)	3	-0.1	-10	-1	3	-2	x	0
COc1ccc(CN2CCN(Cc3cc(=O)oc4cc(C)ccc34)CC2)c(OC)c1OC	4	0.0	6	0	-9	1	36	3
Cc1nc2cc(NC(=O)NC3CC3)ccc2n1C	0	-0.1	9	2	x	-1	-1	x
Cn1c(N)c(N=Nc2ccc(S(N)(=O)=O)cc2)c(=O)n(C)c1=O	2	0.0	-13	1	-4	-6	x	2
COC(=O)[C@]1(C)N[C@H](CN(C)C(=O)COc2ccccc2)[C@@H]2C(=O)N(C)C(=O)[C@@H]21	-6	0.0	4	-2	-9	4	x	2

Remaining list, next part
SMILES	ERAP1 HTS inh	Xi reactivation	LGR2 antag	SIRT5 inh	Statin myotox sup	S100A4 inh HTS	PGC1a acetyl inh	Cneo AK release
CCOc1ccccc1CNC(=O)c1c([N+](=O)[O-])c(C)nn1C	1	0.0	7	-5	x	-6	x	4
C[C@H](CO)N1C[C@H](C)[C@@H](CN(C)Cc2ccccc2)Oc2ccc(NC(=O)Nc3ccccc3)cc2CC1=O	1	-0.8	-4	6	-18	-8	0	-1
O=[N+]([O-])c1ccc(O)c(N=Cc2sc3ccccc3c2O)c1	1	0.3	0	1	x	-13	-3	0
CN(C)c1ccc(SC#N)cc1	2	0.2	-6	-7	24	-6	x	x
CC1(C(=O)NS(=O)(=O)c2cccs2)CCN1C(=O)c1ccccc1CCc1ccccc1 (stereo not drawn)	1	0.0	22	-2	-6	1	-6	0
C[C@@H]1CN([C@@H](C)CO)C(=O)c2cc(NC(=O)Cn3cnnn3)ccc2O[C@@H]1CN(C)C(=O)Nc1ccc(C(F)(F)F)cc1	-1	0.1	-9	2	-41	-19	2	4
COc1ccc(C(=O)Nc2ccc3c(c2)OC[C@@H](C)N(Cc2cocn2)C[C@@H](C)[C@@H](OC)CN(C)C3=O)cc1	-1	0.0	-11	-2	11	2	1	53
O=C(NCC(=O)N1CCCC1C(=O)O)OC1CCCCC1 (stereo not drawn)	x	x	19	x	-4	x	-9	14
Cc1noc(C)c1S(=O)(=O)Nc1ccc2c(c1)C(=O)N([C@H](C)CO)C[C@H](C)[C@@H](CN(C)S(=O)(=O)c1ccc(F)cc1)OCCCC[C@@H](C)O2	4	0.2	-18	1	x	-21	-2	-1
CC(C)CC(=O)OC1C(N2CCOCC2)c2c(ccc(/C=C/C(=O)N3CCOCC3)c2O)OC1(C)C (stereo not drawn)	-2	0.0	10	1	x	-3&-9	-19	0&-2
O=C(O)c1ccc(COc2ccccc2C=C2C(=O)c3ccccc3C2=O)cc1	0	u	3	8	x	3	x	x
Cc1ccc(C(=O)Nc2ccccc2C(=O)O)cc1S(=O)(=O)Nc1ccccc1	-1	0.0	23	1	3	-2	2	2
Cc1ccc(CN2CCCN(C)CC2)c(C)c1	-1	0.0	5	-1	-8	0	-23	-2
CCC(=O)N1CCCCN2[C@@H](CO)[C@H](c3ccc(C#CCOC)cc3)[C@@H]2C1	-2	0.3	3	4	10	-10	-2	49
CC(CCc1ccccc1)NC(=O)C1CCCN(c2nnc(-n3cccc3)s2)C1 (stereo not drawn)	6	0.3	11	x	8	-2	-4	0
COc1ccc(CNC(=O)CN(Cc2ccco2)C(=O)CNS(=O)(=O)c2ccc(F)cc2)cc1	2	x	0	-5	-5	-1	x	-8
CN(C(=O)c1cc(S(=O)(=O)N2CCCCC2)c[nH]1)C1CCCCC1	-3	0.0	-26	9	11	-10	-19	1
CN(C)CCNc1ccc(CO)c2sc3ccc(O)cc3c(=O)c12	9	4.0	x	x	x	8	-3	x
CN(C)C(=O)c1ccc(-c2ccccc2[C@@H]2[C@@H](C#N)N(C(=O)C3CCCC3)[C@@H]2CO)cc1	1	0.0	11	-13	x	5	x	x
Cc1noc(C)c1C1(O)CCCCCCCCCCC1	-2	0.2	-11	-3	-3	-4	3	0
Cn1cccc1CC(=O)N/N=C/c1cccc2ccccc12	x	x	3	x	1	x	-21	1
C[C@@H]1CN([C@H](C)CO)C(=O)c2cccc(NC(=O)Nc3ccc(C(F)(F)F)cc3)c2O[C@@H]1CN(C)Cc1ccc(C(F)(F)F)cc1	0	0.0	39	9	-32	15	9	7
COc1ncnc2c1ncn2CCCN(C)Cc1ccco1	3	0.3	-25	-2	2	8	12	9
Cc1ccc(C(C)C)cc1S(=O)(=O)Nc1ccncc1	1	0.1	0	-2	11	-4	x	x
C[C@@H]1CN([C@@H](C)CO)C(=O)c2cccc(NC(=O)Nc3ccc(C(F)(F)F)cc3)c2O[C@H]1CN(C)Cc1ccc(C(=O)Nc2ccccc2N)cc1	-1	-0.6	6	10	x	-2	-5	x

Structural class, those above with an NH in an aromatic ring
SMILES	ERAP1 HTS inh	Xi reactivation	LGR2 antag	SIRT5 inh	Statin myotox sup	S100A4 inh HTS	PGC1a acetyl inh	Cneo AK release
Cc1cc(=O)[nH]c(N/N=C/c2c(C)nn(-c3ccccc3)c2C)n1	-1	-0.1	7	-1	-13	3	x	2
O=C(O)c1ccc(N=Nc2c(O)[nH]c3cc(Cl)ccc23)cc1	-1	-0.1	-60	12	x	5	x	x
CN(C(=O)c1cc(S(=O)(=O)N2CCCCC2)c[nH]1)C1CCCCC1	-3	0.0	-26	9	11	-10	-19	1

Continued:
SMILES	ERAP1 HTS inh	Xi reactivation	LGR2 antag	SIRT5 inh	Statin myotox sup	S100A4 inh HTS	PGC1a acetyl inh	Cneo AK release
COc1ccc(CCN(Cc2cccs2)S(=O)(=O)c2ccc(S(=O)(=O)N3CCCCCC3)cc2)cc1OC	0	-0.2	14	-8	x	-7	x	x
O=C(CNc1cc(S(=O)(=O)N2CCOCC2)ccc1NCC1CCCO1)Nc1ccccc1F (stereo not drawn)	-1	0.2	-14	1	9	-16	x	1
O=C(CCc1ccccc1)NCc1ccncc1	-3	0.0	-6	-1	7	-2	x	1
CC(C)NC(=O)N1C[C@@H]2[C@H](c3ccccc31)[C@H](CO)N2C(=O)C1CCCC1	2	0.2	-1	-1	1	-5	2	1
CCN(CC)S(=O)(=O)c1cc(NC(=O)C(C)N2CCc3ccccc32)ccc1C (stereo not drawn)	-1	0.0	-17	6	-16	-6	1	-9
O=S(=O)(Nc1ccc(S(=O)(=O)N2CCOCC2)cc1)c1ccc(Br)cc1	3	0.2	-5	1	14	-4	x	3
COc1ccc(N2CCN(C(=O)COC(=O)CCS(=O)(=O)c3ccc(C)cc3)CC2)cc1	-5	0.0	3	2	8	-1	-1	-1
CCOc1cc(N2CCOCC2)c(OCC)cc1NC(=O)c1cccc(S(=O)(=O)N2CC(C)OC(C)C2)c1 (stereo not drawn)	-2	0.1	x	1	-5	-7	-11	-1
CCOc1ccc(-c2nnn(CC(=O)N3CCN(c4ccc(F)cc4)CC3)n2)cc1OCC	x	x	7	x	36	x	1	-4
CC(=O)c1ccc(NC(=O)CS(=O)(=O)c2cn(CC(=O)N3CCOCC3)c3ccccc23)cc1	3	0.3	3	2	x	4	x	-3
Cc1cc(Nc2cc(Cl)cc(Cl)c2)cc(=O)n1-c1cc(Cl)cc(Cl)c1	0	0.2	10	x	x	1	x	x
O=C(c1cccc(C(F)(F)F)c1)N1CCc2c([nH]c3ccccc23)C1C(F)(F)F (stereo not drawn)	-2	0.4	22	5	x	1	x	x
COc1ccc(C(=O)Oc2ccc3c(C)cc(=O)oc3c2C(C)=O)cc1	-1	0.0	7	x	x	-3	x	-1
COc1ccc(S(=O)(=O)N(C)C[C@H]2Oc3ccc(NC(=O)C4CC4)cc3CC(=O)N([C@H](C)CO)C[C@@H]2C)cc1	-1	0.8	11	4	-2	2	-3	4
Cc1cc(NC(=O)C2CC2)ccc1NC(=O)c1cccs1	3	0.1	1	-2	0	-6	x	x
Cc1cc(C(=O)COC(=O)CC2Sc3ccccc3NC2=O)c(C)n1-c1ccccc1 (stereo not drawn)	-1	0.0	-17	2	x	-5	x	x
CCC(=O)Nc1ccc2c(c1)OC[C@H](C)N(C(=O)NC(C)C)C[C@H](C)[C@@H](OC)CN(C)C2=O	-3	0.4	-2	5	x	12	-2	x

Screens from PubChem BioAssay.

Some of the compounds tested (hit frequency here may not be typical).
